FEN1 inh: qHTS Assay for the Inhibitors of Human Flap endonuclease 1 (FEN1); P39748; Recombinant FEN1 flap cleavage, fluorescence, 15 min; Potency, µM (top dose mostly 114 µM), for inactives: at the highest dose activity change, negative = inhibition, most hits filed as inhibitors; 0.35% of 390,000 active; AID 588795, 2011; also: nearly all actives have a fitted effect of over 65% in size
Target sequence (P39748 whole entry, looked up): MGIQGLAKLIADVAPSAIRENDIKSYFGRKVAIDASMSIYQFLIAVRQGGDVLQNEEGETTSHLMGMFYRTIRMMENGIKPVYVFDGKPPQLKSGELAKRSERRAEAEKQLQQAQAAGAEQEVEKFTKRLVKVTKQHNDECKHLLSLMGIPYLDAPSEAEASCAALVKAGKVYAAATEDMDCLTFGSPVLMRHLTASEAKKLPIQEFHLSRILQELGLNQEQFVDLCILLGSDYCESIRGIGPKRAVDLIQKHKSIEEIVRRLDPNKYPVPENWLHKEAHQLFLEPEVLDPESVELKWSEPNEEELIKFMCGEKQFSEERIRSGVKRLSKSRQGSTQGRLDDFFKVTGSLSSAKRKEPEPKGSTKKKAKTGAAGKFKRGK
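Nuclease activity of 10 nM FEN1 was measured after 15 min of room-temperature exposure to titrated compounds, by adding 50 nM flap substrate and reading plates at 0 and 15 min.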
TDP1 inh: qHTS Assay for Inhibitors of Tyrosyl-DNA Phosphodiesterase (TDP1); Tyrosyl-DNA phosphodiesterase 1 (Homo sapiens), Q9NUW8; recombinant TDP1, AlphaScreen DNA substrate cleavage; Potency, µM (titrated, usually from 130 µM), inactives show top-dose activity change, negative = inhibition, actives largely listed as inhibitors; 0.28% of 350,000 active; AID 485290, 2010; also: nearly all actives have a fitted effect of over 40% in size
Target sequence (Q9NUW8 whole entry, looked up): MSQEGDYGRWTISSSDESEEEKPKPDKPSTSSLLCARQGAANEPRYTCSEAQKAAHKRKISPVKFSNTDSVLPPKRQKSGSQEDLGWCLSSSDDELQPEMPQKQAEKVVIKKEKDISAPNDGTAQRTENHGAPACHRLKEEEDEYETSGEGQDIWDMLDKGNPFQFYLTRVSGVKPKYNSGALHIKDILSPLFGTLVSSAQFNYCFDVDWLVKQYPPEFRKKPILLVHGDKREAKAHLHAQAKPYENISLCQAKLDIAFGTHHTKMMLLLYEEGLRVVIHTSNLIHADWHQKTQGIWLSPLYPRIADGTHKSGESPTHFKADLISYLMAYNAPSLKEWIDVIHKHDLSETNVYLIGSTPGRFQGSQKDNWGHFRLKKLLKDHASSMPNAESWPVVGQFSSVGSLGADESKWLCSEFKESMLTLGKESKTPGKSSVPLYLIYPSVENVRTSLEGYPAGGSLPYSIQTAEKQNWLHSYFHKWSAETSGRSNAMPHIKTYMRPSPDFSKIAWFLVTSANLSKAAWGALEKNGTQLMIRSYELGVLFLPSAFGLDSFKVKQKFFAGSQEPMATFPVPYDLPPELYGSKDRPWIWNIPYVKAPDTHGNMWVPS
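Recombinant human Tdp1 (E. coli-expressed, 1 nM final) preincubated with compounds 15 min at room temperature, then 5'-biotin/3'-phosphotyrosine-FITC DNA substrate (15 nM final) added for 5 min. AlphaScreen beads (10 ug/ml final) added 10 min; cleavage lowers signal.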
N370S GC: qHTS Assay for Inhibitors and Activators of N370S glucocerebrosidase as a Potential Chaperone Treatment of Gaucher Disease; Lysosomal acid glucosylceramidase (Homo sapiens), P04062; AID 2101, 2009; 0.092% of 330,000 active; Potency, µM (top dose mostly 59.4 µM), for inactives: top-dose activity change, negative = inhibition, most hits filed as inhibitors; N370S GC spleen homogenate, 4MU-glucoside fluorescence;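 also: 0% = full enzyme activity and -100% = no enzyme basal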
* hit, by the source's call; & = joins results of further samples; [ ] = another dose, or the depositor's remark. Calls follow the shape of the dose curve; as a rule, active = well fitted curve in the direction sought with a large enough effect; inconclusive = small, poorly fitted or top-dose-only effect, or another doubt; inactive = no such curve, though single readings can be large; an effect the other way counts as inactive or inconclusive. Unless noted, % is scaled to controls: 0 for no effect and ±100 for the full control effect; potency is read from the fitted curve at half-maximal effect.

How did FC(F)(F)c1cnc(-n2cc[nH]c2=S)c(Cl)c1 do in these assays?
FEN1 inh: -4%; TDP1 inh: 2%; N370S GC: 6%

Results for C[C@H](CC[C@@H]1OC1(C)C)C1CC[C@H]2[C@@H]3CC=C4C[C@@H](O)CC[C@]4(C)[C@H]3CC[C@]12C (stereo not given in full) ?
TDP1 inh: 1%; N370S GC: 4%

What do the screens show for `CN(CCOc1ccc(Cl)cc1)C(=O)c1cc(-c2ccco2)nc2ccccc12`?
FEN1 inh: -23%; N370S GC: 6%

What do the screens show for `CCSc1nnc(-c2ccc(C)cc2)c2ccccc12`?
FEN1 inh: -17%; TDP1 inh: 1%; N370S GC: -11%

What do the screens show for `COc1ccc([C@H]2CC(=O)C=C(c3cc(Cl)ccc3OC)C2)cc1`?
FEN1 inh: -20%; TDP1 inh: -2%

What do the screens show for `CCCNC(=O)[C@@H]1CCCN1C(=O)[C@@H]1Cc2ccccc2CN1`?
FEN1 inh: -3%; N370S GC: -22%

Results for COc1cccc(C(=O)/C=C/Nc2cc(C)ccc2O)c1 ?
FEN1 inh: -16%; TDP1 inh: 11%; N370S GC: 0%

What do the screens show for `CCCCCc1ccc(-c2cn(Cc3ccc([N+](=O)[O-])cc3)nn2)cc1`?
FEN1 inh: 11%&-10%; N370S GC: -15%

What do the screens show for `CN1CCN(C(=S)NC(=O)c2ccc(C(C)(C)C)cc2)CC1`?
FEN1 inh: -2%; TDP1 inh: 1%; N370S GC: -4%

What do the screens show for `O=C(COc1ccccc1[N+](=O)[O-])N/N=C/c1cccs1`?
FEN1 inh: -8%; TDP1 inh: 0%; N370S GC: 7%

What do the screens show for `CC(C)(C)OC(=O)N1Cc2ccccc2C[C@H]1C(=O)N1CCC[C@H]1C(=O)O`?
FEN1 inh: 18%; N370S GC: -4%

What do the screens show for `CN(c1ccc(C(=O)Nc2cccnc2)cc1)S(=O)(=O)c1ccccc1`?
FEN1 inh: -10%; TDP1 inh: -3%; N370S GC: -8%

Results for O=C(O)COc1ccc(/C=N/O)cc1Br ?
FEN1 inh: 1%; TDP1 inh: 4%; N370S GC: 2%

What do the screens show for `CCNC(=S)N1CCN(CCN=CC2=C(O)CC(c3cccs3)CC2=O)CC1` (stereo not given)?
FEN1 inh: -16%; TDP1 inh: 1%; N370S GC: 1%

What do the screens show for `COc1ccc(N2CCN(C(=O)CCNC(=O)c3ccc(Br)cc3)CC2)cc1`?
FEN1 inh: 0%; N370S GC: -2%

How did COc1ccc(C2C(C#N)=C(SC)NC3=C2C(=O)CC(C)(C)C3)cc1 (stereo not given) do in these assays?
FEN1 inh: 6%; TDP1 inh: 2%; N370S GC: -3%

Results for Cc1onc(-c2ccccc2)c1C(=O)c1c[nH]c(C(=O)NCCCN2CCOCC2)c1 ?
FEN1 inh: 4%; TDP1 inh: 3%; N370S GC: -2%

What do the screens show for `O=C(CN(Cc1ccc(F)cc1)C(=O)c1csnn1)NC1CCCC1`?
FEN1 inh: -8%; TDP1 inh: 8%; N370S GC: -2%

Results for c1nnc(-c2ccc3c(c2)OCO3)o1 ?
FEN1 inh: 5%; TDP1 inh: 3%; N370S GC: -6%

How did Cn1c(N)c(C(=O)COC(=O)CNS(=O)(=O)c2cccc(Cl)c2)c(=O)n(C)c1=O do in these assays?
FEN1 inh: -3%; TDP1 inh: 6%; N370S GC: 8%

How did COc1cccc(/C(O)=C2/C(=O)C(=O)N(CCCN(C)C)C2c2cccc(Cl)c2)c1 (stereo not given) do in these assays?
TDP1 inh: 4%; N370S GC: -14%

Results for Cc1ccc(S(=O)(=O)N(C)c2c(C)ccc(S(=O)(=O)Nc3ccncc3)c2C)cc1 ?
FEN1 inh: -7%; TDP1 inh: 1%; N370S GC: -4%

What do the screens show for `Cc1cc(Br)cc(Cl)c1OC(=O)c1cnccn1`?
FEN1 inh: -1%; N370S GC: 4%

Results for CCN1CCN(CCCNC(=O)c2ccc3c(c2)N(Cc2ccc(C)cc2)CCS3)CC1 ?
FEN1 inh: -16%; TDP1 inh: 9%; N370S GC: inconclusive

Results for Cc1ccc(Nc2ncc(C(=O)N3CCN(c4ccc(F)cc4)CC3)c3ccccc23)cc1Cl ?
FEN1 inh: -15%; TDP1 inh: 3%

What do the screens show for `Cc1cc(C)c(NC(=O)CSc2nncn2-c2cccnc2)c(C)c1`?
FEN1 inh: 3%; TDP1 inh: 1%; N370S GC: 1%

How did Cc1cc(C)n(C(=O)/C(C#N)=N/Nc2cc(Cl)cc(Cl)c2)n1 do in these assays?
FEN1 inh: -21%; TDP1 inh: 11%; N370S GC: 1%

Results for O=C(O)C1CCCCC1C(=O)NCCC(c1ccccc1)c1ccccc1 (stereo not given) ?
FEN1 inh: -5%; TDP1 inh: 4%; N370S GC: -1%

How did Cc1ccccc1NC(=O)c1ccccc1NC(=O)c1ccccc1F do in these assays?
FEN1 inh: -4%&3%; TDP1 inh: -4%[12.3 µM]; N370S GC: 0%

Results for C=CCOc1cccc(C(=O)N2CCCC(CCC(=O)NCc3ccccc3F)C2)c1 (stereo not given) ?
FEN1 inh: -13%; TDP1 inh: 3%; N370S GC: 15%

Results for CC(C)(C)c1ccc(-c2nnc(SCCN3C(=O)c4ccccc4C3=O)o2)cc1 ?
FEN1 inh: -14%; TDP1 inh: 4%; N370S GC: 23%

Results for Cc1nc(SCC(=O)Nc2ccc(C(=O)O)cc2)n[nH]1 ?
FEN1 inh: -4%; TDP1 inh: 2%

How did Cc1ccc(S(=O)(=O)C2CCOC2=O)cc1 (stereo not given) do in these assays?
FEN1 inh: 0%; TDP1 inh: -3%; N370S GC: 8%

How did CN1C(=O)/C(=N\OC(=O)c2cccc3ccccc23)c2ccccc21 do in these assays?
FEN1 inh: -3%; TDP1 inh: 4%; N370S GC: 22%

Results for CCOC(=O)N1CCN(C(=O)COc2ccc([N+](=O)[O-])cc2)CC1 ?
FEN1 inh: -2%; TDP1 inh: 0%; N370S GC: 18%

How did COc1ccc2cc(C(=O)N3CCN(c4ccc(F)cc4)CC3)[nH]c2c1 do in these assays?
FEN1 inh: 9%; N370S GC: -1%

How did COc1ccccc1OCC(=O)c1[nH]c(C)c(C(C)=O)c1C do in these assays?
FEN1 inh: -2%; TDP1 inh: -1%; N370S GC: 8%

How did N/C(=N\OC(=O)CCc1ccccc1)c1ccc(Cl)cc1 do in these assays?
FEN1 inh: -3%; TDP1 inh: -9%; N370S GC: 12%

How did CCCOc1ccc(NC(=O)CC2C(=O)N(C)C(=S)N2Cc2ccc3c(c2)OCO3)cc1 (stereo not given) do in these assays?
FEN1 inh: -13%; TDP1 inh: 1%; N370S GC: -7%

Results for CCCCCCn1c(CN2CCN(Cc3ccccc3)CC2)nc2c1c(=O)n(C)c(=O)n2C ?
FEN1 inh: -22%; TDP1 inh: 0%; N370S GC: -9%

Reprinted from the part before: five entries, followed by the next part.
How did COc1ccc2cc(C(=O)N3CCN(c4ccc(F)cc4)CC3)[nH]c2c1 do in these assays?
FEN1 inh: 9%; N370S GC: -1%

How did COc1ccccc1OCC(=O)c1[nH]c(C)c(C(C)=O)c1C do in these assays?
FEN1 inh: -2%; TDP1 inh: -1%; N370S GC: 8%

How did N/C(=N\OC(=O)CCc1ccccc1)c1ccc(Cl)cc1 do in these assays?
FEN1 inh: -3%; TDP1 inh: -9%; N370S GC: 12%

How did CCCOc1ccc(NC(=O)CC2C(=O)N(C)C(=S)N2Cc2ccc3c(c2)OCO3)cc1 (stereo not given) do in these assays?
FEN1 inh: -13%; TDP1 inh: 1%; N370S GC: -7%

Results for CCCCCCn1c(CN2CCN(Cc3ccccc3)CC2)nc2c1c(=O)n(C)c(=O)n2C ?
FEN1 inh: -22%; TDP1 inh: 0%; N370S GC: -9%

How did Cn1c(/C(C#N)=C/c2ccc(-c3ccc(S(N)(=O)=O)cc3)o2)nc2ccccc21 do in these assays?
FEN1 inh: -31%; TDP1 inh: 5%; N370S GC: 1%

Results for Cn1cnnc1SCC(=O)NCc1ccccc1 ?
FEN1 inh: 8%; TDP1 inh: -3%; N370S GC: 0%

How did O=C(Nc1cccnc1)/C(N=Nc1c(Cl)cccc1Cl)=C(\O)c1ccccc1 do in these assays?
FEN1 inh: -5%; TDP1 inh: 3%; N370S GC: 22%

Results for O=C(c1ccc(CS(=O)c2ccccc2Cl)o1)N1CCN(c2cccc(C(F)(F)F)c2)CC1 (stereo not given) ?
FEN1 inh: -5%; TDP1 inh: 0%

How did CCC(=O)c1cc(F)c(N2CCN(S(=O)(=O)c3ccc(C)cc3)CC2)cc1C do in these assays?
FEN1 inh: 0%; TDP1 inh: 2%; N370S GC: 3%

What do the screens show for `O=C(NCc1ccccc1Cl)c1ccc(NC(=O)N2CCSc3ccccc32)cc1`?
FEN1 inh: -5%; TDP1 inh: -3%

What do the screens show for `CC(Nc1ccc(Cl)cc1)c1cc(Cl)ccc1O` (stereo not given)?
FEN1 inh: -20%; TDP1 inh: 5%; N370S GC: 5%

What do the screens show for `COc1ccccc1CNC(=O)/C=C/c1ccc(S(=O)(=O)NCc2ccco2)cc1`?
FEN1 inh: 0%; TDP1 inh: 2%; N370S GC: -18%

Results for COC(=O)c1cc(NC(=O)Cc2ccc(OC)cc2)cc(C(=O)OC)c1 ?
FEN1 inh: 12%; TDP1 inh: 0%; N370S GC: -2%

How did Cc1cc(C(=O)COc2ccccc2[N+](=O)[O-])c(C)n1C1CC1 do in these assays?
FEN1 inh: 2%; TDP1 inh: 9%; N370S GC: 13%

Results for C/C=C(\C)C(=O)Nc1cccc(C2=NOC3(C2)C[C@H](C(N)=O)N(C(=O)C(c2ccccc2)c2ccccc2)C3)c1 (stereo not given in full) ?
FEN1 inh: -12%; TDP1 inh: 6%; N370S GC: 13%

Results for COc1ccc2oc(=O)c(C(=O)n3ccc(C)n3)cc2c1 ?
FEN1 inh: -14%; TDP1 inh: 1%; N370S GC: 8%

Results for O=c1c2ccccc2nc(-c2ccccc2Cl)n1O ?
FEN1 inh: -1%; TDP1 inh: 0%; N370S GC: -13%

How did COc1ccc(NS(=O)(=O)c2cccc(C(=O)Nc3cccc(C(=O)O)c3)c2)cc1 do in these assays?
FEN1 inh: -4%; N370S GC: -5%

What do the screens show for `Nc1cc(C(F)(F)F)ccc1-n1cccc1`?
FEN1 inh: 13%; N370S GC: -3%

Results for C=CCSC1=NC(N)=C(C#N)C2(CCCCC2)C1C(N)=O (stereo not given) ?
FEN1 inh: 5%; TDP1 inh: -2%; N370S GC: -1%

Results for Cc1ccc(-c2nc(CS(=O)CC(=O)NCc3ccccn3)c(C)o2)cc1 (stereo not given) ?
FEN1 inh: 20%; TDP1 inh: 1%; N370S GC: -3%

How did Cc1cccc(OCC(=O)OCC(=O)NCC2CCCO2)c1C (stereo not given) do in these assays?
FEN1 inh: 20%; TDP1 inh: 0%[56.1 µM]

Results for Cc1cccc(N2CCN(c3cccc(C)c3)C2c2cccnc2)c1 ?
FEN1 inh: -8%; TDP1 inh: 12%; N370S GC: 3%

Results for N#Cc1c2n(c(=S)n(-c3ccccc3[N+](=O)[O-])c1=O)CCCCC2 ?
FEN1 inh: -3%; TDP1 inh: 5%; N370S GC: inconclusive

Results for COc1ccccc1CN(C)C(=O)COC(=O)c1c(C)noc1C ?
FEN1 inh: 12%; TDP1 inh: 1%

Results for CC(C)(C)NC(=O)Nc1ccc(Cn2cc(C(F)(F)F)ccc2=O)cc1 ?
FEN1 inh: 0%; TDP1 inh: 0%; N370S GC: 0%

How did C1CCC(C23CC4CC(CC(C4)C2)C3)NC1 (stereo not given) do in these assays?
FEN1 inh: -4%; TDP1 inh: 3%[56.1 µM]; N370S GC: 3%

How did O=C(/C=C/c1ccc(S(=O)(=O)N2CCOCC2)cc1)NC(=S)Nc1ccc(Cl)cc1Cl do in these assays?
FEN1 inh: 0%; TDP1 inh: 5%; N370S GC: -2%

Results for O=C(NCc1ccco1)C1CCN(c2nnc(-n3cccc3)s2)CC1 ?
FEN1 inh: 19%; TDP1 inh: -4%; N370S GC: 18%

What do the screens show for `CCC(C)(C)NC(=O)C1CCCN1C(=O)NC1CCCCC1` (stereo not given)?
FEN1 inh: 2%; TDP1 inh: 2%; N370S GC: 9%

What do the screens show for `O=C(COC(=O)Cc1ccc(Br)cc1)Nc1ccc(Cl)cn1`?
FEN1 inh: 5%; TDP1 inh: 0%

What do the screens show for `Cc1ccc(Cl)cc1-n1ncc2c(N3CCCCCC3)ncnc21`?
FEN1 inh: -10%; TDP1 inh: 3%

Filtered by structure, those above with a thiophene ring, fused or not
What do the screens show for `O=C(COc1ccccc1[N+](=O)[O-])N/N=C/c1cccs1`?
FEN1 inh: -8%; TDP1 inh: 0%; N370S GC: 7%

What do the screens show for `CCNC(=S)N1CCN(CCN=CC2=C(O)CC(c3cccs3)CC2=O)CC1` (stereo not given)?
FEN1 inh: -16%; TDP1 inh: 1%; N370S GC: 1%

Compounds as they come. Share with any hit: about 0.53%.
